Compound activity deposited in PubChem by Broad Institute.
SIRT5 inh – inhibitors of human sirtuin-5 desuccinylase; Q9NXA8; Purified SirT5, succinyl-peptide AMC, trypsin-coupled fluorescence; AID 652115; 330,000 tested, 1.1% active; inhibition, % at 15 µM; in the data active = inhibition above about 15%; inconclusive = no clear call, values can overlap the other calls
Target sequence (Q9NXA8 whole entry, looked up): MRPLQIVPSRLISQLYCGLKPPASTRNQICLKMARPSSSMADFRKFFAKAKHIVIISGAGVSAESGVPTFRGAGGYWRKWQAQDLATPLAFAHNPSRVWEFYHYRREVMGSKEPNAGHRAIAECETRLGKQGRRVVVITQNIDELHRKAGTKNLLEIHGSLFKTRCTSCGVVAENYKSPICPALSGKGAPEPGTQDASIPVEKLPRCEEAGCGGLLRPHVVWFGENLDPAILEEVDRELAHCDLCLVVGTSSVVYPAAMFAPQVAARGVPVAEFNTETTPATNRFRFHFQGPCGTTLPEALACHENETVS
FN deposit inh – fibronectin deposition inhibition; AH1F fibroblasts, Alexa488-fibronectin deposition fluorescence, overnight; inhibition, % at 12.6 µM; 350,000 tested, 0.086% active; AID 743247;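 active = mean inhibition across replicates of 30% or more, regardless of how many single replicates reach that level; inconclusive = mean under 30% yet at least half of replicates reach 30%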;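 note: positive control wells lacked labelled fibronectin entirely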
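Schedule: 1 h cell adhesion before compound, then overnight fibronectin incubation; test system: AH1F fibroblast monolayer depositing Alexa488-labelled fibronectin into matrix; quantity: 10000 AH1F cells per well; probe or stimulus: fluorescent fibronectin at 24 nM final; signal: fluorescence, ex 485 nm, em 525 nm; evaluation: percent inhibition as loss of matrix-bound fibronectin fluorescence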
C2C12 statin – suppression of simvastatin myotoxicity | C2C12 myotubes + simvastatin, ATP luminescence, 48 h; scaled: DMSO 0, geranylgeraniol control 100 | rescue of ATP level, % at 7.49 µM | 330,000 tested, 0.78% active;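 active = mean ATP rescue above about 67%, or every replicate alone reaching that limit, limit read from the data, passing the limit was not always enough; inconclusive = no clear call, values can overlap the other calls; inactive = mean under the limit and some replicate under it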;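 note: myotubes were challenged with 10 µM simvastatin during compound exposure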
S100A4 inh HTS – blocks human S100A4 binding to myosin IIA peptide; P26447; S100A4/TAMRA-MyoIIA peptide fluorescence polarization; inhibition, % at 10.7 µM; 360,000 tested, 0.14% active; AID 652163;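 active = mean inhibition of at least 70% across replicates, with every replicate also reaching that level; inconclusive = mean inhibition reaches 70% but some replicates fall short; inactive = mean inhibition below 70%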
Target sequence (P26447 whole entry, looked up): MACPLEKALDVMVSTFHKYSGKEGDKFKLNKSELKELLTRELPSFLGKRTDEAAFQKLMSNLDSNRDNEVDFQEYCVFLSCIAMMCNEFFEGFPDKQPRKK
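Material: S100A4 monomer protein | Medium: HEPES pH 7.2 with CaCl2, KCl, NaCl, DTT, Triton | Reagent: Labelled myosin peptide probe, 5 nM | Doses: One dose per compound | Times: 5 min incubation before reading | Benchmarks: Neutral control DMSO, positive control TFP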
LGR2 inh – Drosophila LGR2 receptor signaling inhibition; HEK293 LGR2, CRE-luciferase, bursicon-stimulated, 4 h; inhibition, % at 9.99 µM; 380,000 tested, 0.35% active; AID 720647;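 active = drop in luminescence signal, shown as inhibition above about 50% in the replicate tests, limit read from the data, passing the limit was not always enough; inconclusive = probably only some replicates passing the limit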;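 note: agonist challenge used bursicon conditioned medium at about half maximal strength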
CASP6 VEID inh – caspase-6 (human) enzyme inhibition; AID 686996; P55212; purified caspase-6, Z-VEID-R110 cleavage fluorescence; inhibition, % at 12.5 µM; 350,000 tested, 0.53% active;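 active = mean inhibition across replicates at least about 35%, with every replicate also reaching that limit, limit read from the data; inconclusive = only one of the two criteria met; inactive = neither criterion met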;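 note: 0% = median of neutral control wells and 100% = no fluorescence left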
Target sequence (P55212 24-179 limits assumed): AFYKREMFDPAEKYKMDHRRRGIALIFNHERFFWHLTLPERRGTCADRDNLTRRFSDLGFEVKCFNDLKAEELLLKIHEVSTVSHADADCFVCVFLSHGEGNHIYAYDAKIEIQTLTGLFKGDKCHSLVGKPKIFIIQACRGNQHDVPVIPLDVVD
Target sequence (P55212 194-293 limits assumed): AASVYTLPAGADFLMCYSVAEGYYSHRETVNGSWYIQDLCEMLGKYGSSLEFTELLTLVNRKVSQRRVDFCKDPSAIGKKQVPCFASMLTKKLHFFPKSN
esBAF inh – SWI/SNF esBAF complex inhibition; reporter increase, % at 12.5 µM; 350,000 tested, 2% active; mouse ES cells, Bmi1-luciferase knock-in reporter, 24 h; 100% = twice the neutral-well signal; in the data active = activation above about 40%; inconclusive = no clear call, values can overlap the other calls;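 note: 0% = median of the plate's neutral control wells and 100% = double that signal; a rise in the Bmi1 reporter signal indicates esBAF inhibition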
* = called active by the depositor; ? = inconclusive; . = not tested or not shown; & = joins results of further samples.

structure,SIRT5 inh,FN deposit inh,C2C12 statin,S100A4 inh HTS,LGR2 inh,CASP6 VEID inh,esBAF inh
Cc1ccc(-c2nnnn2C2C/C(=N\NC(N)=S)C3OCC2O3)cc1 (stereo not given),-5,-7,-11,-11,0,-1,11
O=S(=O)(c1ccccc1)N1CCN=C1SCc1ccccc1Cl,-2,5,.,3,-13,2,.
COc1ccc(NC(=O)CSC2=NCCN2)cc1,0,.,.,-16,2,3,.
Cc1nc(N)nc(Nc2ccc(Cl)cc2)c1Br,.,-5,-3,.,.,.,10
O=C(Nc1cc(F)ccc1F)c1ccc(-n2cncn2)c([N+](=O)[O-])c1,-3,-8,-12,-5,-12,0,.
Cc1ccc(S(=O)(=O)N(C)C)cc1NC(=O)c1ccc(-n2cncn2)c([N+](=O)[O-])c1,0,4,-8,-2,-13,0,2
C/C(=N\Nc1nc(C)cc(C)n1)c1ccc(C)o1,2,5,.,-1,1,2,.
CC1(OC(=O)CCc2ccccc2)C(=O)C=C2C=C(c3ccc(C#N)cc3)N(C(CO)CO)C=C2C1=O (stereo not given),.,-11,-2,-17,-8,23,-2
Cc1c(C)c2ccc(O[C@@H]3O[C@H](CO)[C@H](O)[C@H](O)[C@H]3O)cc2oc1=O,-11,-2,-5,0,8,1,-5
COc1ccc(NC(=O)c2ccc(NC(=O)CN(C)CC(=O)Nc3c(C)cccc3C)cc2)cc1,-1,4,-1,5,-31,2,10
CO[C@@H]1CN(C)C(=O)c2cc(NC(=O)Nc3ccccc3)ccc2OC[C@H](C)N(C(=O)CC2CC2)C[C@H]1C,8,7,-13,-11,-4,.,-2
Cc1ccc(C(=O)n2nc(-n3cccc3)c3c(C)cc(C)nc32)cc1,26*,.,.,-6,?,0,.
COc1cccc(CNS(=O)(=O)c2cc3c(cc2C)n(C)c(=O)c(=O)n3C)c1,.,-21,-9,-4,-3,0,0
Cc1c(NS(=O)(=O)c2ccc3[nH]c(=O)[nH]c3c2)c(=O)n(-c2ccccc2)n1C,.,-3,1,.,.,.,-2
C[C@@H]1CCCCO[C@@H](CN(C)Cc2ccc3c(c2)OCO3)[C@@H](C)CN([C@@H](C)CO)C(=O)c2cc(NC(=O)Nc3ccc(F)cc3)ccc2O1,-2,.,-26,7,8,1,5
COc1ccc(/C=C2\Oc3cc(OCC(=O)N4CCC(C(=O)O)CC4)ccc3C2=O)c(OC)c1OC,5,.,1,-5,-25,-4,0
Cc1ccccc1NC(=O)C[C@H]1CC[C@H]2[C@@H](COc3ccc(NC(=O)C4CCC4)cc3C(=O)N2C)O1,-4,-17,13,-14,-8,-1,7
C[C@@H]1CN([C@H](C)CO)C(=O)Cc2cc(NS(=O)(=O)c3ccc(Cl)cc3)ccc2O[C@@H]1CN(C)C(=O)Nc1ccccc1,-2,.,42,-34,0,1,1
CC(=O)N1CC2(C1)[C@@H](c1ccc(-c3ccc(C#N)cc3)cc1)[C@@H](CO)N2CCC(F)(F)F,.,.,.,7,0,1,.
Cn1cc(CN2C[C@H]3CC[C@H]2C3)c(-c2ccccc2F)n1,1,6,2,2,2,-9,-4
COc1ccc2c(c1)OC[C@H]1[C@H]2N2C(=O)c3cc(F)ccc3NC(=O)[C@@]2(C)[C@H]1c1ccccc1,1,4,-16,-4&-12,26&2,3&0,-1
O=C(Nc1ccncc1)C1CCN(S(=O)(=O)c2ccc(Cl)cc2)CC1,-2,3,.,-3,11,1,.
O=C(CCN1C(=O)COc2ccccc21)NCCN1CCN(c2ccccc2F)CC1,-4,.,.,-2,18,0,.
O=C(NCCc1ccccc1)c1ccc(NC(=O)c2cccnc2)cc1,2,0,-19,0,18,-1,15
C[C@@H](c1ccccc1)N1C[C@H](COCc2ccccc2)Oc2cc(N3CC[C@@H](O)C3)ccc2S1(=O)=O,-4,19,.,1,14,-4,.
Cc1cc(Cl)ccc1OCC(=O)N(Cc1cccs1)C1CCS(=O)(=O)C1 (stereo not given),-7,14,3,10,-14,-2,-3
CC1CCc2sc(C(=O)NN)cc2C1 (stereo not given),-3,.,.,2,-22,-2,.
COc1ccc(S(=O)(=O)Nc2ccc3c(c2)C(=O)N([C@H](C)CO)C[C@@H](C)[C@@H](CN(C)C(=O)NC2CCCCC2)O3)cc1,-8,-4,-11,-22,13,-1,5
CSCCC(C(=O)NC(C)(C)C)n1c(-c2ccccc2)nc2ccccc21 (stereo not given),.,2,.,-10,1,-1,.
C[C@@H]1CN([C@H](C)CO)C(=O)Cc2cc(NC(=O)Nc3ccccc3)ccc2O[C@@H]1CN(C)S(C)(=O)=O,-6,.,-5,3,4,-3,-2
COc1ccc(CNC(=O)C2=CC(c3ccc(OC)c(OC)c3)=NS(=O)(=O)N2C)cc1,-1,6,12,2,7,0,-7
O=C(CCCOc1ccc(Br)cc1)NNC(=O)c1ccncc1,4,-1,.,-5,3,-6,.
Cc1ccc(CN2CCN(Cc3c[nH]c4ccccc34)CC2CCO)o1 (stereo not given),-2,6,3,8,15,1,6
COc1ccc(CCC(=O)N2CCCC(Nc3ccc(OC)cc3)C2)cc1 (stereo not given),-1,0,9,-4,18,2,-7
CC(C)NC(=O)Nc1ccc2c(c1)C(=O)N([C@H](C)CO)C[C@H](C)[C@H](CN(C)Cc1ccc3c(c1)OCO3)OCCCC[C@@H](C)O2,.,-3,.,.,10,.,0
CCS(=O)(=O)Nc1ccc2c(c1)C(=O)N(C)C[C@H](OC)[C@H](C)CN(Cc1nccs1)[C@@H](C)CO2,-2,1,8,17,8,0,-10
Cc1cc(C)cc(N(CC(=O)Nc2cccc(C)n2)S(=O)(=O)c2c(C)noc2C)c1,.,-9,-31,12,-4,1,2
Cc1cc(C(=O)Nc2ccc(Br)cc2F)n(-c2ccccc2)n1,-2,6,.,-3,-3,2,.
CO[C@@H]1CN(C)C(=O)c2ccc(NS(=O)(=O)c3cccc(Cl)c3)cc2OC[C@@H](C)N(C(=O)Cc2cccnc2)C[C@H]1C,.,-2,-7,-16,-15,-2,-3
CCOC(=O)Cc1csc(SCC(=O)NC2CCS(=O)(=O)C2)n1 (stereo not given),-3,0,-6,5,7,-134,-5

Three structures from above, sorted by molar mass, ascending.
structure,SIRT5 inh,FN deposit inh,C2C12 statin,S100A4 inh HTS,LGR2 inh,CASP6 VEID inh,esBAF inh
Cc1cc(C)cc(N(CC(=O)Nc2cccc(C)n2)S(=O)(=O)c2c(C)noc2C)c1,.,-9,-31,12,-4,1,2
CO[C@@H]1CN(C)C(=O)c2ccc(NS(=O)(=O)c3cccc(Cl)c3)cc2OC[C@@H](C)N(C(=O)Cc2cccnc2)C[C@H]1C,.,-2,-7,-16,-15,-2,-3
CC(C)NC(=O)Nc1ccc2c(c1)C(=O)N([C@H](C)CO)C[C@H](C)[C@H](CN(C)Cc1ccc3c(c1)OCO3)OCCCC[C@@H](C)O2,.,-3,.,.,10,.,0

New compounds follow
structure,SIRT5 inh,FN deposit inh,C2C12 statin,S100A4 inh HTS,LGR2 inh,CASP6 VEID inh,esBAF inh
O=C(NCc1ccccn1)Nc1ccc(F)cc1,.,-10,-5,.,.,.,18
COC(=O)c1cc2ccsc2n1CC(=O)NCC1CCCO1 (stereo not given),-3,.,2,-5,5,-1,11
CN(C(=S)Nc1ccccc1F)C1(c2ccccc2Cl)CCCCC1=O (stereo not given),.,2,-22,.,-13,.,0
C[C@@H]1CN([C@@H](C)CO)C(=O)c2cccc(NC(=O)C3CC3)c2O[C@@H]1CN(C)C(=O)Nc1cccc2ccccc12,1,.,-11,-7,8,-2,-6
Fc1cccc(CN2CCN(Cc3nc(-c4cnccn4)no3)CC2)c1,-3,3,.,2,4,-4,.
CCN1C[C@@H]2[C@@H]3C(=O)N(Cc4ccccc4)C(=O)[C@@H]3[C@](Cc3ccccc3)(C1=O)N2C(=O)c1ccccc1,.,2,6,.,-6,.,-7
Cc1ccc(OCC(=O)Nc2ccc3c(c2)ncn3C)cc1,-4,-1,38,-1,6,1,-7
Cc1ccc(CN(C(=O)c2ccccc2[N+](=O)[O-])C2CCS(=O)(=O)C2)o1 (stereo not given),0,11,-5,17,-26,-1,-2
Cc1nnc(C)c2c(C)n(-c3ccccc3N)c(C)c12,-3,-1,5,10,11,4,-4
Cc1noc(C)c1NC(=O)N(C)C[C@@H]1Oc2c(NC(=O)Nc3ccc(F)cc3)cccc2C(=O)N([C@@H](C)CO)C[C@@H]1C,-3,.,-6,2,6,-5,0
C[C@H](CO)N1C[C@H](C)[C@@H](CN(C)C(=O)Nc2ccc3c(c2)OCO3)Oc2c(NS(=O)(=O)c3ccc(Cl)cc3)cccc2C1=O,1,4,-31,4,-8,2,7
Cc1ccc(S(=O)(=O)N(C)C[C@H]2OCCCC[C@@H](C)Oc3ccc(NS(=O)(=O)c4ccc(F)cc4)cc3C(=O)N([C@@H](C)CO)C[C@H]2C)cc1,22*,-9,7,3,3,0,0
CCCC#Cc1cnc2c(c1)C(=O)N([C@@H](C)CO)C[C@@H](C)[C@@H](CN(C)C(=O)Cc1ccccc1)O2,-2,.,-27,4,8,0,2
O=C(CC(=O)N/N=C\c1cccc(Cl)c1Cl)NCc1ccccc1,0,12,.,1,19,-2,.
O=C(CSc1ccc2ccccc2c1)Nc1nc2ccccc2[nH]1,1,6,.,-7,-2,1,.
Cc1cccc(-n2nc3c(c2NC(=O)c2ccco2)CS(=O)C3)c1C (stereo not given),-2,2,.,5,4,1,.
Cc1ccc(S(=O)(=O)NCC(c2ccco2)N2CCc3ccccc3C2)cc1 (stereo not given),-2,.,7,1,2,1,-1
C[C@H](CO)N1C[C@H](C)[C@H](CN(C)Cc2ccc(Cl)c(Cl)c2)Oc2ccc(NC(=O)CCCN(C)C)cc2C1=O,-6,3,7,20,10,-2,-2
NC(=O)C1CCN(C(=O)c2ccc(Oc3ccccc3)cc2)CC1,0,.,6,-4,16,-2,8
CCC(=O)N1CC2(C1)[C@H](c1ccc(-c3ccc(C#N)cc3)cc1)[C@@H](CO)N2C(C)=O,4,.,.,-11,28,-1,.
CCOc1ccc(C(=S)N2CCN(C)CC2)cc1,-6,1,10,-8,-6,-1,-9
CO[C@@H]1CC[C@H]2CCOc3ccc(C#N)cc3C(=O)N(C)[C@@H](C)C(=O)N(C)C[C@H]1O2,.,-4,0,.,13,.,-1
CCn1c(/C=N/n2cnnc2)nc2ccccc21,-3,.,-2,-7,-5,-5,-8
O=CC(=O)c1ccccc1,.,.,5,0,-10,1,0
COc1ccc(/C=C2/NC(=O)N(Cc3ccccc3F)C2=O)cc1OC,5,-9,.,18,-6,0,.
Cc1ccc(Nc2nc(N)c3ccccc3n2)cc1C,0,-1,-34,-10,81*,-2,-61
Cc1cccc(C)c1NC(=O)C1c2cccc[n+]2CC(=O)N1Cc1ccc2c(c1)OCO2 (stereo not given),-4,-4,4,-4,1,3,2
COc1cc(/C=N/n2nnnc2N)ccc1O,.,6,13,.,.,.,-7
O=C(O)CCC(=O)Nc1ccc(S(=O)(=O)c2ccc(NC(=O)CCC(=O)O)cc2)cc1,-3,-5,-8,5,1,1,-2
N#C/C(=C/c1ccc(N2CCCCC2)o1)C(=O)NCCc1c[nH]c2ccccc12,7,-10,6,-10,0,0,-7
Cn1cc(-c2nnnn2-c2cccc(C(F)(F)F)c2)c(C(F)(F)F)n1,.,-1,3,.,.,.,3
C[C@H]1CCCCO[C@H](CN(C)C(=O)C2CCCCC2)[C@@H](C)CN([C@@H](C)CO)C(=O)c2cc(NS(C)(=O)=O)ccc2O1,2,.,-7,-5,-8,1,1

An excerpt, so the mix of outcomes need not match the whole.
